# Compound activity (PubChem BioAssay)
# Mcl1-Noxa inh: Mcl-1/Noxa binding inhibitors, primary screen, biochemical, TR-FRET, 1536-well; Induced myeloid leukemia cell differentiation protein Mcl-1 (Homo sapiens), Q07820; TR-FRET Mcl-1/Noxa peptide binding, 2 h; inhibition, % at 21.7 µM; actives 1.5% (n = 220,000);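 active = compounds that cut the protein-peptide binding signal by more than 50% relative to plate controls in a single-dose test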;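 note: His-tagged Mcl-1 with rhodamine Noxa BH3 peptide and terbium anti-His antibody; 0% = Mcl-1 plus Noxa peptide wells and 100% = peptide-only wells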
# Bim-Bcl-2: inhibitors of Bim-Bcl-2 binding, primary screen, biochemical, multiplexed, human Bcl-2 family. Bead-based flow cytometry, Bim peptide-Bcl-2 binding. actives 0.06% (n = 190,000). inhibition, % at 10 µM. Apoptosis regulator Bcl-2 (Homo sapiens), P10415; in the data active = inhibition above about 40%; inconclusive = no clear call, values can overlap the other calls;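 note: 0% = no compound wells with probe peptide and 100% = reference peptide inhibitor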
# Target sequence (P10415 whole entry, looked up): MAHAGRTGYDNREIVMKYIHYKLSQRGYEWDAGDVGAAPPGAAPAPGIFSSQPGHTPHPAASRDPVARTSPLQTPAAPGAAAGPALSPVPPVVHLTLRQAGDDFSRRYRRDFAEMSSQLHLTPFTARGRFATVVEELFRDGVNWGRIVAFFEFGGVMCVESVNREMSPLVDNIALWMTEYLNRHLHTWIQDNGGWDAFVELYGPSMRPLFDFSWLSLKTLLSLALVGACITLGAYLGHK
# Bcl-XL Bim block: inhibitors of Bim-Bcl-XL binding, primary screen, biochemical, multiplexed, bead flow cytometry, human Bcl-XL; Bcl-2-like protein 1 (Homo sapiens), Q07817; Bim peptide-Bcl-XL binding, fluorescence; inhibition, % at 10 µM; actives 0.04% (n = 190,000); AID 1007, 2008
# Bim-Bcl-W: inhibitors of Bim binding to Bcl-W, primary screen, biochemical, multiplexed, bead-based flow cytometry; Bcl-2-like protein 2 (Homo sapiens), Q92843; Bim peptide-Bcl-W binding; inhibition, % at 10 µM; actives 0.02% (n = 190,000);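 note: 0% = bound tracer without compound and 100% = peptide blocker; higher means less fluorescent Bim peptide bound to Bcl-W beads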
# Target sequence (Q92843 whole entry, looked up): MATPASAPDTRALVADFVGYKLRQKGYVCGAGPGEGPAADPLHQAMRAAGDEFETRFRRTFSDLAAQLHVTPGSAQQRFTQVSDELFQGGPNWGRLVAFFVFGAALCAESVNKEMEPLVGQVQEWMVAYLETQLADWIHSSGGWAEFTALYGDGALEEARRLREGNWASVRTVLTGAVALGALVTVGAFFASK
# RGS7-Gao: RGS7-Galphao binding modulators, primary screen, biochemical, multiplexed bead flow cytometry | Guanine nucleotide-binding protein G(o) subunit alpha (Homo sapiens), P09471 | actives lie on both sides | binding response (% of control), % at 10 µM | actives 0.35% (n = 220,000) | AID 1439, 2008; in the data active = binding response below about 49% or above about 150%; inconclusive = no clear call, values can overlap the other calls; inactive = in between;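 note: fluorescent Galphao held in activated GDP-AlF4 state binding bead-coupled RGS7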
# Target sequence (P09471 whole entry, looked up): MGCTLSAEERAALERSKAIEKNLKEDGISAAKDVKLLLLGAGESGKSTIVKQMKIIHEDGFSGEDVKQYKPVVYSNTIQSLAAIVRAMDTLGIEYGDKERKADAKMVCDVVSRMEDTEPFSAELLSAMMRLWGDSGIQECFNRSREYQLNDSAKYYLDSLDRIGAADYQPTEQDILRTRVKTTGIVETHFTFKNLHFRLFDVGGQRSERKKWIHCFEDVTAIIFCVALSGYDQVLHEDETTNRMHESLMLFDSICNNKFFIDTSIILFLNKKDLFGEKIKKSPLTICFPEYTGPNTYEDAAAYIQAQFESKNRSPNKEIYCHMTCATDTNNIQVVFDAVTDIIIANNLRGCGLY
# RGS4-Gao reg: modulators of RGS4 binding to Galphao, primary screen, biochemical, multiplexed bead flow cytometry. Guanine nucleotide-binding protein G(o) subunit alpha (Homo sapiens), P09471. actives lie on both sides. actives 0.33% (n = 220,000). binding response (% of control), % at 10 µM; in the data active = binding response below about 49% or above about 150%; inactive = in between;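 note: fluorescent Galphao activated with aluminum fluoride binding bead-coupled RGS4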
# Mcl1-Bid inh: Mcl-1/Bid binding inhibitors, primary screen, biochemical, TR-FRET, 1536-well; Induced myeloid leukemia cell differentiation protein Mcl-1 (Homo sapiens), Q07820; TR-FRET Mcl-1/Bid-Dy647 peptide binding; inhibition, % at 21.7 µM; actives 0.97% (n = 220,000); AID 1021, 2008;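 active = compounds that cut the binding signal by more than half at the single screening dose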;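 note: His-tagged Mcl-1 with europium anti-His antibody binding Bid BH3 peptide; 0% = Mcl-1 plus peptide wells and 100% = peptide-only wells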
# Bim-Bfl-1: inhibitors of Bim binding to Bfl-1, primary screen, biochemical, multiplexed, bead-based flow cytometry | Bcl-2-related protein A1 (Homo sapiens), Q16548 | Bim-Bfl-1 binding inhibition | inhibition, % at 10 µM | actives 0.12% (n = 190,000) | AID 1008, 2008;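 note: 0% = wells without compound plus tracer and 100% = blocker peptide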
# RGS8-Gao reg: RGS8-Galphao binding modulators, primary screen, biochemical, multiplexed bead flow cytometry | Guanine nucleotide-binding protein G(o) subunit alpha (Homo sapiens), P09471 | actives lie on both sides | response (percent of control binding), % at 10 µM | actives 0.34% (n = 220,000); in the data active = response below about 60% or above about 140%; inactive = in between;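 note: Galphao activated as the GDP aluminium fluoride complex binding bead-coupled RGS8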
# Bcl-B Bim block: inhibitors of Bim-Bcl-B binding, primary screen, biochemical, multiplexed, human Bcl-2 family | Bcl-2-like protein 10 (Homo sapiens), Q9HD36 | bead-based flow cytometry, Bim peptide-Bcl-B binding | inhibition, % at 10 µM | actives 0.073% (n = 190,000);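 note: 0% = tracer peptide without compound and 100% = reference inhibitor peptide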
# Target sequence (Q9HD36 whole entry, looked up): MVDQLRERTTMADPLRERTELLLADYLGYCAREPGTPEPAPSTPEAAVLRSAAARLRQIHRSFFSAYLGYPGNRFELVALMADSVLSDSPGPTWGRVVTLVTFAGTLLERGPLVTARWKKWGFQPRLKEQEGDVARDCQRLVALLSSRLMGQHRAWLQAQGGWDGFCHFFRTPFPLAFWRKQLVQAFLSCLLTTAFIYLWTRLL
# Bim-Mcl-1: inhibitors of Bim peptide binding to Mcl-1, primary screen, biochemical, bead-based flow cytometry, multiplex. Induced myeloid leukemia cell differentiation protein Mcl-1 (Homo sapiens), Q07820. Bim peptide-Mcl-1 binding. inhibition, % at 10 µM. actives 0.1% (n = 190,000). AID 1009, 2008;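 note: 0% = no compound tracer wells and 100% = peptide blocker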
# Numbers without * were called inactive; u = inconclusive; x = not tested or not shown. Cut-off read from the data, not from the text of the source, unless noted: active = inhibition above about 40%.
SMILES,Mcl1-Noxa inh,Bim-Bcl-2,Bcl-XL Bim block,Bim-Bcl-W,RGS7-Gao,RGS4-Gao reg,Mcl1-Bid inh,Bim-Bfl-1,RGS8-Gao reg,Bcl-B Bim block,Bim-Mcl-1
COc1ccc(C)cc1NS(=O)(=O)c1cn(C)nc1C,-8,-2,0,0,96,101,-28,-2,101,-2,0
CC(C)CCNC(=O)Cn1cc2c(n1)CCCCC2,19,0,-2,-1,91,94,-10,-9,99,-4,2
O=C(CN1C(=O)COc2ccccc21)N1CCc2ccccc21,9,1,0,1,100,103,-15,0,101,0,0
Cc1ccc(S(=O)(=O)N2CCN(C(=O)Cc3ccc4c(c3)OCCO4)CC2)cc1C,11,1,-3,-3,97,100,-13,-2,101,-3,-3
Cn1c(CNc2ccccc2O)nc2ccccc21,-22,-4,-4,3,99,97,-80,-4,95,-4,1
COc1ccc(C[C@H]2CN3C(=NC[C@H]3C)N2CCNC(=O)c2ccc(C)c(Br)c2)cc1,7,-6,-6,0,109,99,-9,-3,96,-6,-4
Cc1ccc(N(C(C)C(=O)O)S(=O)(=O)c2c(C)n[nH]c2C)cc1 (configuration not stated),9,-11,-5,-5,101,99,6,-19,101,-12,-5
O=C(CSc1nc2ccccc2n1CCc1ccccc1)NC1CC1,3,-1,-5,-2,101,101,-16,0,99,-9,-5
CN1CCN(/C=N/c2c(C#N)cnn2-c2ccccc2)CC1,5,0,0,1,101,101,-16,0,102,0,0
COC(=O)CNS(=O)(=O)c1ccc(C)cc1,15,-2,-2,0,110,110,-13,-1,107,0,0
O=C(NCC1CCCO1)C(=O)N/N=C/c1cc(Cl)ccc1O (configuration not stated),-66,x,x,x,u,99,-139,x,99,x,x
O=C(COc1ccccc1Br)N1CCN(c2ccccc2)CC1,2,1,-8,-3,106,112,-4,-1,110,-2,-5
O=C(O)/C(=C\C(=O)c1ccccc1)Nc1ccccc1,-6,x,x,x,u,103,-21,x,102,x,x
S=C(N/N=C/c1ccc2c(c1)OCO2)NC1CC2CCC1C2 (configuration not stated),16,x,x,x,u,101,-23,x,102,x,x
Nc1nc2ccc([N+](=O)[O-])c(N)c2s1,54*,3,3,6,108,99,-54,13,98,-2,0
O=C(CCS(=O)(=O)c1cccc2nsnc12)N1CCN(Cc2ccc3c(c2)OCO3)CC1,12,-10,-10,0,96,102,-33,-11,99,-10,-7
COc1ccccc1NC(=O)c1ccc(Cl)c(S(=O)(=O)N2CCOCC2)c1,18,1,-1,0,100,101,-1,0,102,0,0
O=C(NCC1OCCc2ccccc21)C1COc2ccccc2O1 (configuration not stated),15,4,0,3,106,101,-1,9,101,5,2
CCC(C(=O)Nc1cc(C)nn1-c1nc(C)cc(C)n1)c1ccccc1 (configuration not stated),15,-5,-5,0,95,94,3,-7,95,-7,4
C=CCNC(=O)c1ccccc1S(=O)c1ccccc1C#N (configuration not stated),7,0,-2,-7,101,100,-13,-1,99,-1,-4
Cc1cccc(C)c1NC(=S)N(CCCN1CCCCC1)Cc1ccco1,11,-2,-3,-1,107,103,-21,-6,101,-4,0
CC(CN1CCOCC1)OC(=O)c1ccccc1 (configuration not stated),7,x,x,x,u,95,9,x,99,x,x
COc1ccc(C(CNC(=O)c2cccc(Br)c2)N2CCCC2)cc1 (configuration not stated),-5,-2,-5,-1,106,107,-27,-5,104,-2,-5
COC(=O)c1ccc(-c2noc(CN3CCCC(CNC(C)=O)C3)n2)cc1 (configuration not stated),-13,-2,-4,1,100,101,-34,-4,100,-2,1
O=C1Nc2cc3c(cc2Sc2ccccc21)OCCO3,6,0,-2,-4,95,95,-3,0,101,-3,-5
CN1CCC(N(C)C(=O)NC2CCCCC2)CC1,15,0,2,-3,104,105,-11,-3,103,-3,4
CSc1ncccc1C(=O)OCC(=O)c1cccc(Br)c1,-8,-4,-4,-1,97,100,-8,-2,99,-2,-3
COC(=O)Cn1c(=NC(=O)c2sc3ccccc3c2Cl)sc2cc(S(N)(=O)=O)ccc21,-123,3,-1,-1,100,101,-174,1,101,-3,-2
CCc1ccc(NC(=O)c2cc(C)on2)cc1,14,2,1,0,97,98,-25,0,100,0,3
Cc1ccc2cc3c(NC(=O)c4ccco4)nn(C)c3nc2c1,23,-2,4,4,102,101,-3,0,100,2,0
COc1cccc(NS(=O)(=O)c2ccc(NC(C)=O)cc2)c1,27,-3,1,0,97,100,-7,-3,103,0,0
CC(C)(C)c1ccc(C(=O)OCCNC(=O)c2c(Cl)nc3ccccn23)cc1,5,-4,-8,-3,99,102,16,-3,102,-4,-5
O=C(NCCc1c[nH]c2ccccc12)C(F)(F)F,-11,0,2,-2,99,96,-34,2,98,0,0
CCS(=O)(=O)NCC(c1ccco1)N1CCN(c2ccc(F)cc2)CC1 (configuration not stated),4,0,-8,-3,105,102,-1,1,106,-5,-4
Cn1c(Cn2nnc3ccccc32)nnc1SCC(=O)Nc1ccc2c(c1)OCO2,-1,-5,-10,0,92,88,-5,-11,91,-10,-1
Cc1ccc(OCCCC(=O)Nc2ccc(N3CCOCC3)cc2)cc1,-19,-9,-6,0,106,103,-24,-16,103,-7,-2
O=[N+]([O-])c1cc(Cl)ccc1Oc1ccc(-c2nnco2)cc1,7,-5,-2,0,100,99,-35,-8,101,-4,-3
Nc1ccc(-n2nncc2-c2ccco2)cc1,-5,-11,-9,-5,102,101,-21,-22,103,-9,-6
CC(C)N1CCC(NC(=O)Nc2ccccc2)CC1,9,0,-1,0,105,99,-12,-3,103,-4,-2
COc1cc(/C=N/NC(=S)Nc2cccc(S(=O)(=O)N(C)C)c2)cc(OC)c1O,28,-13,-7,-6,104,100,-67,-13,100,-16,-7
CC1=CC(C)C(/C=N/N=C(N)N)C(C)C1 (configuration not stated),3,x,x,x,x,58,4,x,74,x,x
Cc1ccc(S(=O)(=O)N(C)CCCC(=O)NC(C)(C)C)cc1,7,-5,-10,-1,u,97,-24,-4,99,-2,-2
NS(=O)(=O)c1ccc(NC(=S)Nc2ccc(Br)c(Cl)c2)cc1,30,-1,0,-4,99,97,-27,-2,97,-9,-4
CSc1ccccc1C(=O)Nc1ccc(C)c(C)c1,-19,-3,-2,-3,105,101,-25,-2,102,-3,-5
CC(=O)C1C(=O)c2c(cccc2[N+](=O)[O-])C1=Nc1ccc(S(N)(=O)=O)cc1 (configuration not stated),27,-3,-4,0,108,109,-49,-7,104,-3,-4
COC(=O)c1ccc(N2C(=O)CC(N3CCOCC3)C2=O)cc1 (configuration not stated),-15,-8,-3,0,104,109,1,-15,109,-10,-1
COC(=O)c1sccc1NC(=O)Cn1nnc(-c2ccc(C)cc2)n1,9,0,2,0,105,104,3,-1,106,0,3
COc1ccc(-c2nnc(SCC(=O)N/N=C/c3ccccc3C(=O)O)n2-c2ccccc2)cc1,10,3,2,2,109,106,-2,4,128,0,0
COc1ccc(/C=C/C(=O)Oc2cccc(/C=N/NC(=O)Cc3ccc(Br)cc3)c2)cc1,-10,x,x,x,u,97,-16,x,99,x,x
CCOc1ccc(/C=C/C(=O)Nc2ccc(N3CCOCC3)cc2)cc1,-5,-7,0,1,101,100,101*,-8,104,-6,0

# 3 structures already listed, sorted by molecular weight, highest first:
SMILES,Mcl1-Noxa inh,Bim-Bcl-2,Bcl-XL Bim block,Bim-Bcl-W,RGS7-Gao,RGS4-Gao reg,Mcl1-Bid inh,Bim-Bfl-1,RGS8-Gao reg,Bcl-B Bim block,Bim-Mcl-1
COc1ccc(C(CNC(=O)c2cccc(Br)c2)N2CCCC2)cc1 (configuration not stated),-5,-2,-5,-1,106,107,-27,-5,104,-2,-5
COC(=O)c1ccc(-c2noc(CN3CCCC(CNC(C)=O)C3)n2)cc1 (configuration not stated),-13,-2,-4,1,100,101,-34,-4,100,-2,1
Nc1nc2ccc([N+](=O)[O-])c(N)c2s1,54*,3,3,6,108,99,-54,13,98,-2,0

# (next part)
SMILES,Mcl1-Noxa inh,Bim-Bcl-2,Bcl-XL Bim block,Bim-Bcl-W,RGS7-Gao,RGS4-Gao reg,Mcl1-Bid inh,Bim-Bfl-1,RGS8-Gao reg,Bcl-B Bim block,Bim-Mcl-1
O=C(NC(=S)NNC(=O)c1cccs1)c1ccco1,-26,-2,-1,-2,83,80,-137,0,91,-9,-1
CCOC(=O)c1ccc(NC(=O)CSc2nnc(NC(=O)c3ccc(S(=O)(=O)N4CCOCC4)cc3)s2)cc1,-17,2,-6,-3,105,103,23,0,105,-4,-3
Cc1ccc(-c2nnc(-c3ccc(NC(=O)Cc4cccs4)cc3)o2)cc1,13,-2,0,-1,90,95,6,-1,96,2,4
Nc1c(C(=O)c2ccccc2)oc2ccc([N+](=O)[O-])cc12,2,x,x,x,u,102,-69,x,102,x,x
CC(C)NC(=O)CN(CCc1ccccc1)S(C)(=O)=O,7,-11,-9,-3,101,102,3,-15,107,-9,-5
CCN(CC)S(=O)(=O)c1ccc(/C=C/C(=O)OCC(=O)Nc2cccc3ccccc23)cc1,-3,-5,-2,-6,101,103,-12,-3,102,-11,-2
C=CCN1c2ccccc2[C@]23C[C@@H](C(=O)OC)N(C(=O)c4cc(C)oc4C)C2=NC(C(=O)OC)=C(C(=O)OC)[C@H]13,8,x,x,x,u,98,-86,x,100,x,x
O=C1N=C(N2CCCC2)S/C1=C\c1cccc(Br)c1,4,-12,-6,-1,100,99,17,-16,102,-9,-6
NCCSc1c(-c2ccc(Cl)cc2)[nH]c2ccccc12,-6,x,x,x,u,104,-32,x,102,x,x
CCN(CC(=O)NCc1cccs1)c1nnnn1-c1ccccc1,-5,-4,-4,4,97,99,-15,-10,100,-5,-2
O=C(C/C=N\OCc1ccc([N+](=O)[O-])cc1)Nc1ccc(F)cc1F,7,-2,1,0,91,100,-3,-6,101,-2,-1
COc1ccc(CCNC(=O)CSc2nc(O)c(CC(C)C)c(=O)[nH]2)cc1OC,-10,-12,0,0,98,95,-89,-11,97,-22,-55
COc1ccc(/C=N/NC(N)=S)cc1OC(=O)c1cccc2ccccc12,17,-6,-8,-5,102,130,-29,0,97,-4,-4
COC(=O)c1ccccc1S(=O)(=O)N(CCCN1CCOCC1)Cc1cccs1,22,-3,1,4,114,108,49,3,123,6,1
Cc1ccc(NC(=O)C2CCCN(S(=O)(=O)c3cccs3)C2)cc1 (configuration not stated),7,0,0,1,96,100,-14,1,98,1,2
COc1ccc2c(c1)C(c1ccccc1)=NNC(c1ccco1)=N2,16,0,1,0,101,98,-7,-1,100,0,-2
Cc1ccc(CSc2nc3c(c(=O)[nH]c(=O)n3C)n2CCC(C)C)cc1,-12,0,-1,3,94,99,-3,-6,100,0,2
